MBNL1 CUG block = MBNL1-poly(CUG) RNA binding inhibition. Q9NR56. TR-FRET MBNL1-His/biotin-(CUG)12 binding, 665/545 ratio. Potency, µM (highest dose often 57.5 µM), without a hit: top-dose activity change, negative = inhibition, most hits filed as inhibitors. 0.036% of 280,000 active; active = well fitted inhibition curve with a large enough effect in the signal ratio, with a control signal flat, not every such curve was filed as active; inconclusive = small, poorly fitted or top-dose-only effect, or effect the other way, or a change in a side signal; inactive = no such curve, though single readings can be large or run the other way; the % refers to the signal ratio; also: % is scaled to controls: 0 for no effect and ±100 for the full control effect
Target sequence (Q9NR56 whole entry, looked up): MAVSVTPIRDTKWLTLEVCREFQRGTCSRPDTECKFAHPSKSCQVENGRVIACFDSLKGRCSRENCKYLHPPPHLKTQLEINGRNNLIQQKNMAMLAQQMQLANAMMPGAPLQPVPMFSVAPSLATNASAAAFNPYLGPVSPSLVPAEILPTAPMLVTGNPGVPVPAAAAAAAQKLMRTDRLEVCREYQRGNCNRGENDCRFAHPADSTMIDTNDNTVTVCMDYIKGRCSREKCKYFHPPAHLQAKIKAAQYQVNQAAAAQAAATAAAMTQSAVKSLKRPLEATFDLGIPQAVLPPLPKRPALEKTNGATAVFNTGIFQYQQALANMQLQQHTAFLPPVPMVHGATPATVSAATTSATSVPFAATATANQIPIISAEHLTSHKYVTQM
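MBNL1-His + Biotin-(CUG)12, cpd titration 92 nM–58 uM; Tb anti-His Ab 0.055 ng/ul, SA-XL665 5 nM (final); 60 min RT; ratiometric 665/545 nm, Ex 340 nm; normalized to buffer and full-complex controls.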
FLuc counter = counter-screen for miR-21 project: firefly luciferase inhibitors or activators; P08659; purified FLuc, Km substrates, luminescence inhibition; Potency, µM (titrated, usually from 57.5 µM), without a hit: at the highest dose activity change, negative = inhibition, hits mostly inhibitors; 6.9% of 360,000 active; AID 588342;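 also: plate controls were vehicle for no effect and reference inhibitor for full effect; nearly all actives have a fitted effect of over 55% in size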
Target sequence (P08659 whole entry, looked up): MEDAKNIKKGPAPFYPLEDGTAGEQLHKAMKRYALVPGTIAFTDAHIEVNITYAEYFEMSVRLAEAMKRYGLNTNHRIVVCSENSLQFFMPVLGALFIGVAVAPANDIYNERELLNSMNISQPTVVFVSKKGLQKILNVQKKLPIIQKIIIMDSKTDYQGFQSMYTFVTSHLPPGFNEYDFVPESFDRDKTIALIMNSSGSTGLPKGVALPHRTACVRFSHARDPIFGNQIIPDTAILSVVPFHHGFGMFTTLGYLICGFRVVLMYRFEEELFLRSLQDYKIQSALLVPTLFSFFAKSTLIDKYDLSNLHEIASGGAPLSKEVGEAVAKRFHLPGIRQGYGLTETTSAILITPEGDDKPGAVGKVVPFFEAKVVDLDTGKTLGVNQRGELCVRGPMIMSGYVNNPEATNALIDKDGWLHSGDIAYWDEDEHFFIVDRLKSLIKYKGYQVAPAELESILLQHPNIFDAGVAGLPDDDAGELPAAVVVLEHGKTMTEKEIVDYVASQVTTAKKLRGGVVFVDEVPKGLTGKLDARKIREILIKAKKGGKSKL
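Purified P. pyralis luciferase (10nM final) with 10uM D-luciferin and 10uM ATP (Km levels) in 50mM Tris acetate pH 7.5, 10mM Mg acetate, 0.01% Tween-20, 0.05% BSA; qHTS 6-point titration, ~60 µM downward; luminescence read.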
ELG1 genotoxic = inducers of genotoxicity in HEK293T ELG1-luciferase cells; HEK293T ELG1-luciferase reporter, luminescence, 16 h; 1.3% of 330,000 active; Potency, µM (titrated, usually from 46 µM), without a hit: at the top dose activity change, positive = activation, most hits filed as activators; also: % of control where 0% means no effect; nearly all actives have a fitted effect of over 60% in size
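Step 1: seed 2,000 HEK293T ELG1-luciferase cells per well. Step 2: add compound or DMSO, incubate 16 hr at 37 °C. Step 3: ONE-Glo, 30 min at room temperature, read luminescence.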
uPA generation = inhibitors of cell surface uPA generation; cell surface uPA generation assay, qHTS; Potency, µM (titrated, usually from 38.3 µM), inactives show at the highest dose activity change, negative = inhibition, actives largely listed as inhibitors; 0.31% of 330,000 active; active = well fitted inhibition curve with a large enough effect; inconclusive = small, poorly fitted or top-dose-only effect; inactive = no such curve, though single readings can be large or run the other way; tested in mouse RAW 264.7 cells; also: % is scaled to controls: 0 for no effect and ±100 for the full control effect; nearly all actives have a fitted effect of over 55% in size
Rab9 prom act = Rab9 promoter activation; Huh7 Rab9 promoter-luciferase reporter, luminescence, 24 h; Potency, µM (series often up to 9.22 µM), without a hit: at the highest dose activation, negative = inhibition, actives largely listed as activators; 2.8% of 320,000 active; AID 485297; also: % of control where 0% means no effect; nearly all actives have a fitted effect of over 60% in size
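Luminescence read-out: Huh7 cells stably expressing Rab9-luciferase, treated 24 h with compound at 37 °C, then lysed with luciferase reagent for 10 min at ambient before reading.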
NPC1 promoter act = NPC1 promoter activation. 2.4% of 320,000 active. AID 485313. Potency, µM (titrated, usually from 9.22 µM), inactives show at the top dose activation, actives largely listed as activators. Huh7 NPC1 promoter luciferase reporter, 24 h;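 also: % of control where 0% means no effect; nearly all actives have a fitted effect of over 60% in size; reporter is driven by a mutant NPC1 promoter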
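Quantitative HTS used a cell-based reporter: Huh7 cells stably bearing the NPC1 promoter upstream of luciferase were treated with compounds for 24 h, and promoter activation was read as luminescence.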
p53 reactivator = re-activators of mutant p53; H1299 p53-A138V BP100-luciferase reporter, luminescence, 24 h; Potency, µM (series often up to 92.2 µM), without a hit: top-dose activity change, positive = activation, usual class: activators; 0.063% of 320,000 active; also: % of control where 0% means no effect; nearly all actives have a fitted effect of over 45% in size
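H1299 (p53-null), stable ts p53-A138V + BP100-Luc; 1000 cells/well, Opti-MEM/10% FBS; cpd 4 pt, 1:5; 24 h, 37 deg C, 5% CO2; detection reagent 10 min RT; luminescence.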
RORg inh = ROR gamma (mouse) transcription inhibition | P51450 | Drosophila S2 Gal4-RORgamma UAS-luciferase reporter, 20 h | Potency, µM (titrated, usually from 53.6 µM), inactives show top-dose activity change, negative = inhibition, usual class: inhibitors | 5.4% of 310,000 active | AID 2551; also: % is scaled to controls: 0 for no effect and ±100 for the full control effect; nearly all actives have a fitted effect of over 60% in size
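A Gal4/UAS one-hybrid system in insect cells: metallothionein-promoter Gal4–ROR gamma fusion plus Photinus luciferase reporter. Copper sulfate 700 uM final, 20 hr ambient incubation, luminescent detection after 10 min with reagent.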
Gal4-VP16 FLuc = counter-screen for ROR gamma inhibitors: Gal4-VP16 reporter. Drosophila S2 Gal4-VP16 UAS-luciferase, luminescence, 20 h. 3.5% of 310,000 active. Potency, µM (series often up to 53.6 µM), for the others: at the top dose activity, negative = inhibition, usual class: inhibitors. AID 2546;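 also: Gal4-VP16 expression switched on by copper sulfate through the metallothionein promoter; % is scaled to controls: 0 for no effect and ±100 for the full control effect; nearly all actives have a fitted effect of over 50% in size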
BRCA1 expr act = BRCA1 expression activation | MCF7-BRCA1-FFLuc reporter, luminescence, 48 h; response scale: scaled: vehicle 0%, 10 µM genistein 100% | Potency, µM (highest dose often 46.1 µM), for the others: at the highest dose activation, hits mostly activators | 1.1% of 380,000 active | AID 624202; also: nearly all actives have a fitted effect of over 80% in size; some results filed as inactive show a strong effect at the top dose
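48 h compound treatment of MCF7-BRCA1-FFLuc cells (phenol-red free MEM, 37 °C), then 15 min with luciferase substrate and luminescence imaging.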
* hit, by the source's call; u = inconclusive; x = no result given; [ ] = dose if it differs, or a comment. Unless noted, calls follow the shape of the dose curve; as a rule, active = well fitted curve in the direction sought with a large enough effect; inconclusive = small, poorly fitted or top-dose-only effect, or another doubt; inactive = no such curve, though single readings can be large; an effect the other way counts as inactive or inconclusive. Potency is read from the fitted curve at half-maximal effect.

SMILES	MBNL1 CUG block	FLuc counter	ELG1 genotoxic	uPA generation	Rab9 prom act	NPC1 promoter act	p53 reactivator	RORg inh	Gal4-VP16 FLuc	BRCA1 expr act
Cc1cccc(NC(=O)CNC(=O)c2sc3ccccc3c2Cl)n1	x	u	u	0.9%	2.6%	8.7%	6.9%	x	x	48.8%
COc1cccc(/C=C(/C(=O)OCC(N)=O)c2ccccc2)c1	14.1%	-6.5%	-5.3%	-1.1%	-1.3%	-3.4%	0.3%	-22.6%	4.6%	0.0%
O=C1CC(N2CCC(O)CC2)C(=O)N1c1ccc(Br)cc1 (stereo unspecified)	-5.5%	1.4%	-1.0%	2.1%	-1.6%	-3.8%	-0.4%	-7.7%	-14.6%	-7.9%
Cn1c(=NC(=O)C2CC2)sc2cccc(F)c21	4.2%	u	u	u	20.7%	22.0%	21.1%	13.4%	17.5%	14.5%
COc1ccc(OCCSc2nnc(-c3ccoc3C)n2C)cc1	-5.6%	0.3%	-2.4%	-5.0%	3.6%	1.4%	-3.5%	18.8%	-7.7%	-0.3%
CCOc1ccc(C2NC(=O)NC(C)=C2C(=O)OCc2ccccc2)cc1 (stereo unspecified)	-0.4%	4.6%	-4.4%	-5.0%	-3.6%	1.0%	-2.2%	37.6%	-3.2%	-58.7%
COc1cc(OC)c(C2CC(=O)N3CN(c4ccc(C)cc4)CSC3=C2C#N)cc1OC (stereo unspecified)	11.8%	15.1µM*	2.8%	-3.0%	25.4%	u	u	-20.7%	19.5%	6.31µM*
O=C(C[n+]1cc(-c2ccccc2)n2c1CCC2)N1c2ccccc2Sc2ccccc21	-6.9%	2.1%	-5.8%	-1.5%	-1.0%	-1.6%	6.3%	32.1%	-14.8%	-27.6%
CC(=O)Nc1cccc(C(=O)/C=C/c2ccco2)c1	22.0%	19µM*	6.6%	-5.1%	20.7%	u	u	u	u	8.5%
CCOc1cccc(C(=O)NC(=S)NCc2cccnc2)c1	-12.7%	-3.9%	1.6%	7.9%	-6.6%	0.8%	-1.0%	u	u	-16.8%
Cc1ccccc1S(=O)(=O)Cc1ccc(C(=O)NCc2ccco2)o1	1.6%	2.8%	-0.3%	-4.2%	-2.4%	0.2%	-6.0%	-2.2%	-23.7%	-1.5%
Cc1cccc(NC(=O)C2CCN(C(=O)N3CCOc4ccccc43)CC2)c1C	-7.7%	0.4%	1.5%	-5.8%	2.4%	-0.1%	x	12.0%	2.8%	17.7%
CCOC(=O)N1CCN(C(=S)NC(C)(C)C)CC1	-2.3%	5.4%	0.3%	1.0%	-11.1%	-0.2%	-3.1%	-29.2%	-6.0%	0.3%
O=C(Cc1ccc(Cl)cc1Cl)OCC(=O)N1CCN(C(=O)c2ccco2)CC1	-5.1%	-0.6%	-0.7%	-6.6%	5.4%	-5.6%	-1.7%	-8.5%	7.9%	-14.9%
CN(CCOc1ccccc1)C(=O)c1ccc(F)c(S(=O)(=O)N2CCOCC2)c1	x	5.4%	1.3%	4.1%	-0.7%	-5.5%	-2.8%	x	x	-15.0%
O=[N+]([O-])c1cc2c(cc1/C=N/NS(=O)(=O)c1ccc(Br)cc1)OCO2	u	u	-1.8%	-15.3%	-1.7%	-4.8%	-5.7%	8.4%	0.9%	-7.2%
Cc1onc(-c2ccccc2Cl)c1C(=O)Nc1ccc(S(=O)(=O)Nc2nccs2)cc1	-7.8%	-3.1%	8.3%	-0.4%	-4.9%	-6.5%	0.1%	u	-4.0%	-7.8%
O=C(CSc1nc(C2CCCCC2)n(-c2ccccc2)n1)NCC(F)(F)F	-17.8%	-1.3%	0.9%	5.2%	2.5%	1.6%	-1.9%	15.8%	1.1%	-32.0%
COc1ccc(NC2=C(C)C(=O)CC2)cc1	-1.9%	3.2%	18.4µM*	-8.4%	0.6%	-3.5%	-6.0%	-26.5%	u	-71.1%
Cc1c(C(=O)N2CC3(CC(c4cccc(NC(=O)CC(c5ccccc5)c5ccccc5)c4)=NO3)C[C@@H]2C(N)=O)cc([N+](=O)[O-])cc1[N+](=O)[O-] (stereo partly specified)	10.1%	-1.8%	1.9%	12.9%	-14.0%	-14.0%	-3.1%	33.9%	5.4%	-13.3%

Reprinted from the part before: six compounds, then new ones.
SMILES	MBNL1 CUG block	FLuc counter	ELG1 genotoxic	uPA generation	Rab9 prom act	NPC1 promoter act	p53 reactivator	RORg inh	Gal4-VP16 FLuc	BRCA1 expr act
CN(CCOc1ccccc1)C(=O)c1ccc(F)c(S(=O)(=O)N2CCOCC2)c1	x	5.4%	1.3%	4.1%	-0.7%	-5.5%	-2.8%	x	x	-15.0%
O=[N+]([O-])c1cc2c(cc1/C=N/NS(=O)(=O)c1ccc(Br)cc1)OCO2	u	u	-1.8%	-15.3%	-1.7%	-4.8%	-5.7%	8.4%	0.9%	-7.2%
Cc1onc(-c2ccccc2Cl)c1C(=O)Nc1ccc(S(=O)(=O)Nc2nccs2)cc1	-7.8%	-3.1%	8.3%	-0.4%	-4.9%	-6.5%	0.1%	u	-4.0%	-7.8%
O=C(CSc1nc(C2CCCCC2)n(-c2ccccc2)n1)NCC(F)(F)F	-17.8%	-1.3%	0.9%	5.2%	2.5%	1.6%	-1.9%	15.8%	1.1%	-32.0%
COc1ccc(NC2=C(C)C(=O)CC2)cc1	-1.9%	3.2%	18.4µM*	-8.4%	0.6%	-3.5%	-6.0%	-26.5%	u	-71.1%
Cc1c(C(=O)N2CC3(CC(c4cccc(NC(=O)CC(c5ccccc5)c5ccccc5)c4)=NO3)C[C@@H]2C(N)=O)cc([N+](=O)[O-])cc1[N+](=O)[O-] (stereo partly specified)	10.1%	-1.8%	1.9%	12.9%	-14.0%	-14.0%	-3.1%	33.9%	5.4%	-13.3%
CCOc1ccccc1Oc1cn[nH]c1-c1ccc(O)cc1O	-2.3%	2.7%	-4.4%	-0.5%	-18.0%	-3.2%	-4.5%	-30.7%	u	-72.0%[inhibitor]
O=C(CN1c2cccc3cccc(c23)S1(=O)=O)Nc1ccc(F)c(F)c1F	x	x	-5.0%	7.0%	x	x	-4.6%	x	x	-46.0%
C=CCN(C(=O)Nc1ccc2c(c1)nc(C)n2C)c1ccccc1	-7.0%	15.1µM*	16.1%	-18.0%	u	u	8.9%	-9.3%	-0.5%	123.4%
Cc1ccccc1NC(=O)c1ccno1	-7.3%	1.0%	1.6%	2.9%	-0.6%	0.9%	-3.1%	-11.4%	5.3%	-15.8%
COc1ccc(OCc2ccc(-c3nc4ccccc4c(=O)n3N)o2)cc1	u	12µM*	4.6%	-0.7%	1.26µM*	u	u	u	-0.3%	u
c1ccc(CSc2snnc2-c2ccccc2)cc1	-4.9%	u	9.4%	2.9%	15.7%	1.5%	u	9.1%	-16.8%	14.9%
COc1ccc(CCC(=O)NCCNC(=O)CCc2ccc(OC)cc2)cc1	4.2%	2.6%	-0.2%	25.7%	-1.4%	-1.8%	-0.7%	0.9%	-6.8%	3.0%
CN1C(=O)/C(=C/c2ccc(-c3ccccc3[N+](=O)[O-])o2)SC1=Nc1ccc(Cl)c(C(=O)O)c1	u	-8.8%	1.1%	0.9%	-0.5%	0.9%	-15.5%	-18.8%	u	-19.6%
C=CC[C@H](CC(=O)N(CCO)Cc1ccccc1)C(=O)N[C@@H](COC(=O)[C@@H](CC=C)Cc1ccc(F)cc1)Cc1ccccc1	x	x	-6.2%	u	x	x	-3.0%	x	x	-75.7%
CCc1ccc(C2=NNC(=Nc3c(C)n(C)n(-c4ccccc4)c3=O)SC2)cc1	7.8%	-16.8%	1.5%	0.9%	2.4%	-0.6%	-1.4%	2.9%	8.4%	-7.0%
CCCCCNC(=O)c1ccc2c(c1)ncn2-c1ccc(OC)cc1	-1.3%	-18.0%	5.3%	1.2%	0.9%	1.0%	14.0%	17.4%	-0.2%	17.4%
O=C(CSc1nnc(-c2ccco2)n1CC1CCCO1)NC1CCCC1 (stereo unspecified)	-3.7%	1.0%	0.6%	4.9%	-6.1%	-0.3%	-5.2%	7.6%	-5.4%[0.365 µM]	-22.7%
CCN(CC)S(=O)(=O)c1ccc(NC(=O)C2CCCN(C(=O)c3ccc(Cl)cc3)C2)cc1 (stereo unspecified)	x	7.9%	-4.1%	-5.4%	-0.4%	-4.5%	-1.4%	15.9%[10 µM]	1.4%	-17.7%
O=C(CSc1n[nH]c(-c2ccccc2O)n1)N1CCOCC1	x	19µM*	8.0%	0.0%	26.6%	5.0%	10.9%	-23.2%	-8.0%	77.6%
COCCn1c(SCC(=O)N2CCCC(C)C2)nnc1-c1ccco1 (stereo unspecified)	-6.1%	0.3%	3.7%	5.6%	1.6%	-5.0%	-0.8%	0.2%	0.5%	-1.7%
O=C(CCCN1C(=O)c2ccccc2C1=O)Nc1nc2ccccc2[nH]1	-13.4%	5.5%	-7.0%	1.6%	-1.5%	-4.0%	-2.5%	-32.1%	2.3%	-41.2%
O=C(NCCNC(=O)c1ccccc1F)c1ccco1	1.6%	0.5%	1.0%	1.4%	0.3%	1.0%	3.9%	-11.1%	-6.2%	27.7%
COc1cc(OC)c(NS(=O)(=O)c2cccc(C(=O)OCC(=O)NCC3CCCO3)c2)cc1Cl (stereo unspecified)	-1.7%	-11.6%	-3.7%	-3.2%	-0.7%	-7.6%	0.1%	32.9%	-6.7%	-21.4%

Screening data (PubChem BioAssay)
